Assay outcomes: PubChem, several laboratories
CHRM4 PAM: potentiates acetylcholine response at human M4 receptor; P08173; CHO-K1 hM4/Gqi5, Fluo-8 calcium fluorescence, ACh EC20; 0% = ACh EC20, 100% = maximal ACh; activation, % at 3 µM; 0.4% of 360,000 active;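 active = activation above its plate's cutoff, the mean activation of sample wells plus 3 SD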; note: some results filed as inactive read as strong as hits
M4 antag: antagonists of human muscarinic M4 receptor (CHRM4); P08173; CHO-hM4 cells, ACh EC80, Fluo-8 calcium fluorescence; inhibition, % at 3 µM; 0.73% of 360,000 active;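 active = inhibition above its plate's cutoff, the mean inhibition of sample wells plus 3 SD, cut at about 27% in these data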;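 note: 0% = acetylcholine EC80 with DMSO and 100% = DMSO without agonist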
CRFBP-R2 block: antagonists of CRF-binding protein/CRF-R2 receptor complex. HEK293 CRF-R2/CRF-BP, CRF-induced calcium fluorescence. inhibition, % at 11.8 µM. AID 588475. 0.59% of 350,000 active;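 active = inhibition of the ligand-induced calcium signal above about 50% at the single tested concentration, limit read from the data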
IDE cell inh: inhibitors of human insulin-degrading enzyme in cells. HEK cells, FAbetaB cleavage, fluorescence polarization. 0.41% of 320,000 active. AID 434962. inhibition, % at 5.59 µM;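 active = percent inhibition above the average of all tested compounds plus 3 SD, set per screening campaign, cut at about 16% in these data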;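 note: IDE supplied by intact live HEK cells; FP after avidin binding of uncleaved biotin substrate so inhibition keeps polarization high; 0% = DMSO wells and 100% = 60 µM reference IDE inhibitor Ii1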
Target sequence (P14735 whole entry, looked up): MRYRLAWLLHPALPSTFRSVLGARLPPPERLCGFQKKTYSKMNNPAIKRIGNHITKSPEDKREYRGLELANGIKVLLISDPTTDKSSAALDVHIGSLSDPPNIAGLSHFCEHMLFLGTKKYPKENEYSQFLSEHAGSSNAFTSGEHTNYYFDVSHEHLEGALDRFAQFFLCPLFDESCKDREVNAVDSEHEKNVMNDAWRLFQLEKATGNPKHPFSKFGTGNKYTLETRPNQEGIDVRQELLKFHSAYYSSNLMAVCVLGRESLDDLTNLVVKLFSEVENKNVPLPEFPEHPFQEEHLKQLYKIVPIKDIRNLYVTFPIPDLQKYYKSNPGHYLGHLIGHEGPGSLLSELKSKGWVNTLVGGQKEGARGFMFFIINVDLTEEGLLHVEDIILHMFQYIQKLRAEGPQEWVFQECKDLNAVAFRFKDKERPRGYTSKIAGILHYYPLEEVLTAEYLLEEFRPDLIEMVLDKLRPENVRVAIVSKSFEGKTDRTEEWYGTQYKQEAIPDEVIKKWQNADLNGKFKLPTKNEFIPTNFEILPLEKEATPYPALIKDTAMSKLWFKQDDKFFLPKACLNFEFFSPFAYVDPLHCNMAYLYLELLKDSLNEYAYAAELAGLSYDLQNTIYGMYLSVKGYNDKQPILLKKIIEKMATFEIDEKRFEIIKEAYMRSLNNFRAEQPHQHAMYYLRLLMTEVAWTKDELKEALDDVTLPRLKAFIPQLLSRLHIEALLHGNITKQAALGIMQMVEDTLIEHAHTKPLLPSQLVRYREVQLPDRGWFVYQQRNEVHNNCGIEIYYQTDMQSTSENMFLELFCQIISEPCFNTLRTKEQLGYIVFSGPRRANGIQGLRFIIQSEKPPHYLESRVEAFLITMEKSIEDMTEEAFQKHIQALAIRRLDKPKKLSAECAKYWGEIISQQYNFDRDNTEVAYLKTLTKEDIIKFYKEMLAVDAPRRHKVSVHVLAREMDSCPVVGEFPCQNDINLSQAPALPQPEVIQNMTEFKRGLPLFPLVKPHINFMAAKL
CHRM5 antagonist: blocks acetylcholine activation of human M5 receptor; P08912; CHO-hM5 cells, Fluo-8 calcium fluorescence, ACh EC80; inhibition, % at 3 µM; 0.59% of 360,000 active;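 active = inhibition above a per-plate cutoff, the mean of that plate's test compounds plus 3 SD, cut at about 27% in these data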;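 note: 0% = acetylcholine EC80 with DMSO and 100% = DMSO without agonist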
CRFBP-R2 agonist: agonists of human CRF-binding protein/CRF-R2 receptor complex; 0.46% of 350,000 active; activation, % at 13.2 µM; HEK293 CRF-R2/CRF-BP, calcium dye fluorescence (FLIPR); percent of saturating CRF peptide response;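 active = activation of at least 50%, plus an integration ratio under a set limit after plate pattern correction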;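 note: plate controls were neutral control wells without compound for no effect and CRF at EC100 for full effect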
CHRM4 agonist: CHRM4 agonism in calcium assay | 0.14% of 360,000 active | P08173 | CHO-K1 hM4/Gqi5, Fluo-8 calcium fluorescence; vehicle 0%, full acetylcholine response 100% | AID 624127 | activation, % at 3 µM;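 active = activation above the run mean over all test wells plus 3 SD, cut at about 32% in these data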;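 note: peak over basal fluorescence ratio per well then scaled between controls; 0% = DMSO wells and 100% = acetylcholine at EC100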
CHRM5 PAM: positive allosteric modulators of human muscarinic M5 receptor; activation, % at 3 µM; CHO-K1 hM5, Fluo-8 calcium, ACh EC20 PAM; 0% = ACh EC20, 100% = ACh EC100; P08912; 0.3% of 360,000 active;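 active = activation above the run cutoff, the mean activation of all test compounds plus 3 SD, cut at about 18% in these data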
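Assay system – human M5 receptor in CHO-K1 cells · Read-out – % activation, ACh-normalized · Technique – Fluo-8 calcium fluorescence · Dosing – single-point, 3 µM nominal · Incubation – Fluo-8 loading 80 min at 37 °C plus 30 min room temperature · Repeats – singlicate, one well per test compound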
M5 ag: CHRM5 agonism in calcium assay. P08912. CHO-K1 hM5 cells, Fluo-8 calcium fluorescence; 0% DMSO wells, 100% maximal acetylcholine response. activation, % at 3 µM. 0.19% of 360,000 active. AID 624037;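 active = activation above the run's mean over test compounds plus 3 SD, cut at about 23% in these data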;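 note: signal is peak over basal fluorescence ratio across the kinetic read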
Numbers without * were called inactive; / = not tested or not shown.

The first 10 entries, to show the layout:
SMILES	CHRM4 PAM	M4 antag	CRFBP-R2 block	IDE cell inh	CHRM5 antagonist	CRFBP-R2 agonist	CHRM4 agonist	CHRM5 PAM	M5 ag
CC1COC(c2cccn2Cc2ccccc2Cl)=N1 (stereo unspecified)	0	7	-8	0	9	-0.5	0	-5	-11
CCCC(=O)Nc1ccccc1-c1nnc(SCC)[nH]c1=O	-1	-4	-3	1	-1	-0.9	0	-2	1
COc1ccc(/C=N/NC(=O)c2nnn(-c3nonc3N)c2CN(C)c2ccccc2)cc1	4	-7	-24	3	1	0.2	3	3	-1
CC1(C)CC(=O)c2cc(NC(=O)c3ccccc3)c(=O)oc2C1	13	-6	16	10	1	-0.8	2	-3	1
O=C(Nc1ccccc1)C(=O)c1cn(CC(=O)N2CCCCC2)c2ccccc12	13	-8	-2	7	3	-0.9	4	-2	1
CCOC(=O)c1c(CN2CCOCC2)oc2ccc(OC)cc12	-3	3	2	4	7	-0.1	1	-3	-1
CC(=O)N1CCc2c(sc(NC(=O)C3CCN(S(=O)(=O)c4cccs4)CC3)c2C(N)=O)C1	11	-5	-2	4	2	20	2	0	2
C=CC[C@@H](CC(=O)N[C@@H](CO)Cc1ccccc1)C(=O)N[C@H](COC(=O)[C@@H](CC=C)Cc1ccc(F)cc1)Cc1ccccc1	3	-3	20	2	11	-0.5	1	5	4
CC(C)Nc1ncnc2c1ncn2[C@H]1CN(Cc2cccnc2)C[C@@H](CO)O1	-3	5	/	/	0	/	0	-2	1
Cc1ccccc1C(=O)Nc1cccc(NC(=O)c2ccccc2[N+](=O)[O-])c1	-5	-4	13	9	10	-1.6	6	-4	-1

Main list (from the top)
SMILES	CHRM4 PAM	M4 antag	CRFBP-R2 block	IDE cell inh	CHRM5 antagonist	CRFBP-R2 agonist	CHRM4 agonist	CHRM5 PAM	M5 ag
CC1COC(c2cccn2Cc2ccccc2Cl)=N1 (stereo unspecified)	0	7	-8	0	9	-0.5	0	-5	-11
CCCC(=O)Nc1ccccc1-c1nnc(SCC)[nH]c1=O	-1	-4	-3	1	-1	-0.9	0	-2	1
COc1ccc(/C=N/NC(=O)c2nnn(-c3nonc3N)c2CN(C)c2ccccc2)cc1	4	-7	-24	3	1	0.2	3	3	-1
CC1(C)CC(=O)c2cc(NC(=O)c3ccccc3)c(=O)oc2C1	13	-6	16	10	1	-0.8	2	-3	1
O=C(Nc1ccccc1)C(=O)c1cn(CC(=O)N2CCCCC2)c2ccccc12	13	-8	-2	7	3	-0.9	4	-2	1
CCOC(=O)c1c(CN2CCOCC2)oc2ccc(OC)cc12	-3	3	2	4	7	-0.1	1	-3	-1
CC(=O)N1CCc2c(sc(NC(=O)C3CCN(S(=O)(=O)c4cccs4)CC3)c2C(N)=O)C1	11	-5	-2	4	2	20	2	0	2
C=CC[C@@H](CC(=O)N[C@@H](CO)Cc1ccccc1)C(=O)N[C@H](COC(=O)[C@@H](CC=C)Cc1ccc(F)cc1)Cc1ccccc1	3	-3	20	2	11	-0.5	1	5	4
CC(C)Nc1ncnc2c1ncn2[C@H]1CN(Cc2cccnc2)C[C@@H](CO)O1	-3	5	/	/	0	/	0	-2	1
Cc1ccccc1C(=O)Nc1cccc(NC(=O)c2ccccc2[N+](=O)[O-])c1	-5	-4	13	9	10	-1.6	6	-4	-1
CCN(C(=O)c1ccco1)c1nc(CC(=O)Nc2ccc(Cl)cc2)cs1	2	-3	24	0	0	-1.4	9	-4	2
CC(C)c1cc(C(=O)Nc2ccc3c(c2)OCO3)no1	7	-14	11	1	-1	0.1	2	2	-2
CCOCCCNC(=O)CN1C(=O)c2cccc3cccc1c23	11	-8	-5	7	4	1.9	2	1	-1
O=C(Nc1ccc(S(=O)(=O)Nc2cnc3ccccc3n2)cc1)c1ccc(Cl)cc1Cl	-4	-9	6	9	0	1.5	1	0	-1
O=P(O)(CCc1ccccc1)C(O)c1ccccc1 (stereo unspecified)	6	-5	7	6	6	3.4	0	0	-2
CCCC(=O)Nc1nnc(CC(=O)N2CCCC2)s1	-2	10	-1	0	5	3.2	0	0	-5
Cc1ccnc(N2CCCC(C(=O)NCc3cccs3)C2)n1 (stereo unspecified)	6	4	-12	9	6	0.2	1	-2	-9
COc1cc(OC)cc(-c2nnc(SCC(=O)N(C(C)C)C(C)C)o2)c1	6	-2	-10	-1	4	-0.8	0	-4	-2
O=C(NCC1CCCO1)c1ccc(Cl)c(S(=O)(=O)N2CCCCC2)c1 (stereo unspecified)	-9	5	-21	-1	9	6.5	4	-7	1
COc1ccc(-n2cnc3cc([N+](=O)[O-])ccc32)cc1	12	1	12	/	14	-2.0	2	-9	-4
N#CC1=C(N)OC2=C(C(=O)CCC2)C1c1cccs1 (stereo unspecified)	5	5	-11	1	-2	-1.8	0	-3	-3
CC(=O)Nc1ccc(S(=O)(=O)N2CCN=C2SCc2ccc(C)cc2)cc1	-3	-1	-15	1	5	-0.1	11	-8	3
O=C(N/N=C/c1ccc(OC(=O)c2ccco2)cc1)c1ccncc1	-2	5	0	2	-10	-0.2	1	-1	-1
O=C(NCCCN1CCOCC1)c1cc(-c2ccc(Br)cc2)on1	0	-7	-21	-1	-8	7.7	6	2	1
O=C(C1CCN(C2CCN(CC3CC=CCC3)CC2)CC1)N1CCOCC1 (stereo unspecified)	-8	-9	86*	5	2	0.7	1	0	-6

Additional entries:
SMILES	CHRM4 PAM	M4 antag	CRFBP-R2 block	IDE cell inh	CHRM5 antagonist	CRFBP-R2 agonist	CHRM4 agonist	CHRM5 PAM	M5 ag
CCn1ncc(Cl)c1C(=O)NC(=S)Nc1ccccc1Br	3	-20	-63	9	-21	25	-1	2	-8
C=CCn1c(C(C)NC(=O)c2cccc(C)c2)n[nH]c1=S (stereo unspecified)	11	-11	-1	1	-3	-0.3	1	4	-2
CCc1cc(=O)oc2c(C)c(O)c(CN(C)C)cc12	14	-18	2	2	-6	1.5	1	0	-4
CCc1c(C)nc(N2CCN(Cc3ccc4c(c3)OCO4)CC2)[nH]c1=O	-2	8	0	2	12	-4.1	2	-3	-1
O=C(Cn1c(=O)c2cccn2c2ccccc21)NCCc1ccc(Cl)cc1	-2	8	-8	-1	1	1.6	0	4	-1
Cc1ccccc1C(=O)Nc1ccc(CN2CCOCC2)cc1	-2	1	11	/	19	-0.4	0	-2	1
CC(C(=O)NC1CCCC1)n1c(C2CC2)nc2ccccc21 (stereo unspecified)	0	-4	/	/	7	/	0	-3	-6
Cc1cc(F)ccc1NC(=O)c1ccc(NS(=O)(=O)c2cc(C(C)(C)C)ccc2C)cc1	0	9	-18	-1	0	0.9	0	-2	-1
O=C(c1cc(F)c(F)cc1Cl)N1CCN(CCc2ccccc2)CC1	-1	1	-9	2	13	4.6	2	-2	-6
COC(=O)c1sc2ccccc2c1NC(=O)c1ccc(S(=O)(=O)N2CCCC(C)C2)cc1 (stereo unspecified)	19	-4	-18	-4	-2	2.2	-1	3	-1
C[C@@H]1CN([C@H](C)CO)S(=O)(=O)c2ccc(Br)cc2O[C@H]1CN(C)S(C)(=O)=O	1	-6	-4	/	8	-0.6	2	-3	5
CCN(CC)S(=O)(=O)c1ccc(NC(=S)NC(=O)C(C)C)cc1	-6	1	-8	4	0	2.6	4	-2	5
CCOC(=O)C(CC)Sc1nc2c(c(=O)[nH]c(=O)n2C)n1C/C=C(/C)Cl (stereo unspecified)	7	-7	-1	4	-3	-3.2	2	-1	-9
COc1cc2[nH]c(=S)nc(NCc3cccc(Cl)c3)c2cc1OC	0	-4	-14	6	2	-1.8	2	3	3
C=CCNC(=O)c1ccc(CN(c2ccc(OCC)cc2)S(=O)(=O)c2ccc(C)cc2)cc1	-1	5	-4	7	-9	0.7	2	0	-2
CCN(CC)CC(=O)Nc1sc2c(c1C(=O)c1ccccc1C)CCC2	-3	6	1	11	-2	1.8	-1	4	2
CC(=O)c1cccc(OCc2cc(C(=O)N3CCC(N4CCCCC4)CC3)no2)c1	-7	13	2	0	3	0.6	0	-1	-8
O=C(/C=C/c1ccccc1)c1ccc2c(c1)OCO2	-14	-5	-2	0	-1	-2.2	0	0	-4
O=C(O)c1ccccc1NS(=O)(=O)c1ccc2c(c1)OCCO2	13	0	57*	5	-1	-1.3	2	-2	-1
CC(=O)SC(C)CC(=O)NCc1ccccc1 (stereo unspecified)	2	3	17	1	0	-1.1	0	-7	3
CC(C)NS(=O)(=O)c1ccc(OCC(=O)Nc2cccc(F)c2)cc1	-2	2	-19	-4	12	-2.4	5	-8	-1
O=c1[nH]c(=O)n(Cc2ccc(Oc3ccccc3)cc2)cc1Br	-5	5	/	5	9	/	2	-5	0
CCOC(=O)C1(C)CCCN(C(=O)c2cccc(OC(F)(F)F)c2)C1 (stereo unspecified)	-1	5	/	/	-2	/	0	2	1
O=C(CSc1nnc(COc2ccc(Cl)cc2)o1)Nc1ccc(N2CCOCC2)cc1	1	1	18	/	1	1.2	2	-5	4
CC(C)c1nc2c([nH]1)c(=O)n(C)c(=O)n2C	-4	2	49	7	-2	-0.6	1	-3	-3

3 entries out of the list above, ordered by their value in CHRM4 PAM, ascending.
mol | CHRM4 PAM | M4 antag | CRFBP-R2 block | IDE cell inh | CHRM5 antagonist | CRFBP-R2 agonist | CHRM4 agonist | M5 ag
CC(=O)c1cccc(OCc2cc(C(=O)N3CCC(N4CCCCC4)CC3)no2)c1 | -7 | 13 | 2 | 0 | 3 | 0.6 | 0 | -8
CCN(CC)S(=O)(=O)c1ccc(NC(=S)NC(=O)C(C)C)cc1 | -6 | 1 | -8 | 4 | 0 | 2.6 | 4 | 5
N#CC1=C(N)OC2=C(C(=O)CCC2)C1c1cccs1 (stereo unspecified) | 5 | 5 | -11 | 1 | -2 | -1.8 | 0 | -3

Carrying on.
SMILES	CHRM4 PAM	M4 antag	CRFBP-R2 block	IDE cell inh	CHRM5 antagonist	CRFBP-R2 agonist	CHRM4 agonist	CHRM5 PAM	M5 ag
COc1ccccc1CC1(C)C(=O)Nc2ccc(S(=O)(=O)NC3CCCCC3)cc21 (stereo unspecified)	6	-15	/	/	4	/	2	-1	-1
CC(C)C(=O)Nc1cccc(NC(=O)CCN2C(=O)c3ccccc3S2(=O)=O)c1	10	-6	-10	-1	-1	-1.3	5	0	7
O=C(COc1ccccc1)NCC(c1ccco1)N1CCN(c2ccccc2F)CC1 (stereo unspecified)	0	-3	-23	-4	-4	4.5	3	2	-2
Cn1cnnc1SCC(=O)n1c2ccccc2c2ccccc21	8	7	9	6	6	-0.1	1	0	-5
O=C(c1cc2nc(-c3ccccc3)cc(C(F)(F)F)n2n1)N1CCCC1	-3	5	-5	/	5	0.2	-1	0	0
CN(CC(=O)Nc1c(Cl)cccc1Cl)C(=O)CNC(=O)c1ccc2ccccc2c1	5	-5	-3	2	-11	0.4	4	10	-4
Cc1ccc(NC(=O)COc2ccc(C(=O)c3ccccc3)cc2)c(O)c1	-4	-10	6	-4	9	-2.8	17	-22	0
COCCCNc1nc2c(c(=O)[nH]c(=O)n2C)n1CC(O)COc1ccccc1C (stereo unspecified)	0	-1	-4	3	-1	-0.8	1	-4	1
CCC(=O)c1ccc(OCC(O)CNC(C)c2ccccc2)cc1 (stereo unspecified)	4	2	-15	3	-8	-1.4	2	8	0
COc1ccc(OC)c(NC(=O)c2ccc3c(c2)C(=O)N(c2ccc(OC(C)=O)cc2)C3=O)c1	6	1	15	1	2	-0.1	0	2	-1
CCOC(=O)c1ccc(NC(=S)NCCCN2CCCCC2)cc1	-2	11	-13	10	-5	-1.0	2	6	-2
N/C(CN1CCCC1=O)=N\OC(=O)c1ccc(Cl)cc1	6	-1	-2	-4	-4	0.9	1	2	-3
